Screening data deposited in PubChem BioAssay by several laboratories.
HT29 cell growth-1: HT29 colon tumor cell growth inhibition, primary screen, imaging, high content imaging, 24 h, CellTiter-Glo (AID 770); HT29 cell number by imaging, 24 h; active compounds read high; growth inhibition, % at 10 µM; 3,300 tested, under 10 active;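 active = growth inhibition above 90% in viable cell count at a single dose; inactive = growth inhibition below 90%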
HT29 cell growth-2: HT29 colon tumor cell growth inhibition, primary screen, imaging, high content imaging, 48 h, CellTiter-Glo (AID 771); HT29 cell growth, HCS imaging cell count, 48 h; active compounds read high; growth inhibition, % at 10 µM; hit rate 2% among 3,300;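 active = growth inhibition above 90%, meaning viable cell count by imaging cut by more than 90% versus vehicle controls; inactive = growth inhibition below 90%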;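 note: percent fewer viable cells counted by imaging than vehicle controls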
A549 NSCLC growth: A549 NSCLC cell proliferation inhibitors – ATP luminescence, human non-small cell lung line, primary screen (AID 371); A549 growth inhibition, ATP luminescence; active compounds read high; growth inhibition, % at 10 µM; hit rate 8.4% among 3,300;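 active = mean growth inhibition over the two runs of 50% or more; inactive = mean growth inhibition under 50%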;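 note: compound exposure lasted 72 h before the ATP read; 0% = untreated cell signal and 100% = no luminescence left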
AID364: Jurkat cell viability reduction – Jurkat E6.1, NIH starter set, primary screen (AID 364); Jurkat E6.1 viability, ATP luminescence, 48 h; higher % means a stronger effect; one-dose inhibition, % at 4 µM; CC50 in µM for titrated hits; hit rate 2% among 3,300;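 active = concentration giving half-maximal inhibition at or below 20 micromolar; inactive = half-maximal concentration above 20 micromolar, or not dose tested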;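 note: 100% = cells treated with 4 µM doxorubicin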
AID772: HT29 colon tumor cell growth inhibition, primary screen, imaging, high content imaging, 72 h, CellTiter-Glo (AID 772). HT29 cell growth, HCS imaging cell count, 72 h; active compounds read high. growth inhibition, % at 10 µM. hit rate 0.6% among 3,300;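 active = growth inhibition above 90%, meaning viable cell count cut by more than 90% versus vehicle controls; inactive = growth inhibition below 90%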
HT29 cell growth-1 condensed nuclei: further read-out of HT29 cell growth-1, marked with its call; condensed nuclei, %; measured here: percent cells with condensed nuclei;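 share of cells whose nuclear area falls below control median minus 1.5 SD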
HT29 cell growth-1 ATP viability: recorded beside HT29 cell growth-1, whose call it bears; growth inhibition, %; measured here: ATP CellTiter-Glo viability
HT29 cell growth-2 condensed nuclei: further read-out of HT29 cell growth-2, marked with its call; condensed nuclei, %; measured here: percent cells with condensed nuclei;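 condensed means Hoechst nuclear area under control median minus 1.5 SD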
AID772 condensed nuclei: also measured in AID772; calls as there; condensed nuclei, %; measured here: percent cells with condensed nuclei;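 condensed means nuclear area below control median minus 1.5 SD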
AID772 second: recorded beside AID772, whose call it bears; growth inhibition, %; measured here: ATP CellTiter-Glo viability
Numbers without * were called inactive. This is a subset; the hit share may differ from the screen's.

1: CCN(CC)CCNC(=O)c1cc(Cl)c(N)cc1OC
2: OCCN1CCN(CCCN2c3ccccc3Sc3ccc(Cl)cc32)CC1
3: CN(C)CCOC(C)(c1ccccc1)c1ccccn1 (stereo not given)
4: C[C@]12CCC(=O)C=C1CC[C@@H]1[C@@H]2CC[C@@]2(C)[C@H]1CC[C@]2(O)C(=O)CO
5: Oc1ccc(/C=C/c2cc(O)cc(O)c2)cc1
6: CCC(C)n1ncn(-c2ccc(N3CCN(c4ccc(OCC5COC(Cn6cncn6)(c6ccc(Cl)cc6Cl)O5)cc4)CC3)cc2)c1=O (stereo not given)
7: Cc1nc2ccccn2c(=O)c1CCN1CCC(C(=O)c2ccc(F)cc2)CC1
8: O=S(=O)(c1cccc2cnccc12)N1CCCNCC1

Compound | 1 | 2 | 3 | 4 | 5 | 6 | 7 | 8
HT29 cell growth-2 condensed nuclei | 2.3 | 46.7 | 2.9 | 0.6 | 2.3 | 1.4 | 4.5 | 1.5
AID364 | -5.8% | 1.0% | -10.1% | -0.8% | -6.0% | 30.6% | 2.1% | 4.9%
AID772 second | 3.4 | 97.3 | -8.2 | 18.1 | -12.3 | -30.1 | 86.5 | 15.0
HT29 cell growth-1 | 28.8 | 95.8* | -6.6 | 42.6 | 16.9 | -40.8 | 27.6 | -8.8
A549 NSCLC growth | 2.8 | 90.6* | -3.3 | 11.6 | 63.9* | 50.3* | 6.1 | 5.7
HT29 cell growth-1 condensed nuclei | 4.0 | 11.7* | 4.7 | 3.6 | 4.2 | 2.8 | 1.0 | 4.3
AID772 | -15.1 | 31.6 | -0.3 | -19.7 | 5.3 | -30.9 | 73.8 | 12.2
HT29 cell growth-1 ATP viability | -3.1 | 77.7* | -19.1 | 2.8 | -4.4 | -33.1 | 31.1 | 7.7
HT29 cell growth-2 | -13.3 | 84.9 | 15.0 | 2.3 | 28.8 | -41.5 | 46.9 | 23.4
AID772 condensed nuclei | 3.0 | 25.5 | 2.7 | 9.0 | 3.7 | 2.3 | 24.8 | 4.6
